# ATG4B inhibitor: ATG4B protease inhibitors, primary screen, biochemical, fluorescence, uHTS | inhibition, % at 8.33 µM | ATG4B cleavage of LC3-PLA2, NBD-HPC fluorescence, 1 h | Cysteine protease ATG4B (Homo sapiens), Q9Y4P1 | 0.51% of 340,000 active; in the data active means inhibition above about 40%
# Target sequence (Q9Y4P1 whole entry, looked up): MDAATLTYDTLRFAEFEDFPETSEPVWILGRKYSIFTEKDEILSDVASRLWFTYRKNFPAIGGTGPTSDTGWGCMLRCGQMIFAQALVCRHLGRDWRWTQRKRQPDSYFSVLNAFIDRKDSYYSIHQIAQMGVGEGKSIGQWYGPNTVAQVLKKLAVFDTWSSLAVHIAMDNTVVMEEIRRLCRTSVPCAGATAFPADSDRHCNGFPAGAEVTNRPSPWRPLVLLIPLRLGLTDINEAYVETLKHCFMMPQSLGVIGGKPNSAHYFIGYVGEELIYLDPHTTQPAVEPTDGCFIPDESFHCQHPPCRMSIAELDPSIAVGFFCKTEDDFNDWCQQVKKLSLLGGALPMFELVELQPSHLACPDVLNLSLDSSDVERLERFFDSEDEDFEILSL
# EBI2 block: EBI2 receptor antagonists, beta-arrestin recruitment, primary screen, cell-based, luminescence, 7a,25-OHC stimulation, uHTS; 0.81% of 360,000 active; 7a,25-OHC stimulated; inhibition, % at 5 µM; G-protein coupled receptor 183 (Homo sapiens), P32249; in the data active means inhibition above about 38%;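 further: enzyme fragment complementation signal reports receptor beta-arrestin coupling in cells; 0% = agonist plus DMSO wells and 100% = wells without agonist; some results beyond the cut were filed as inactive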
# Target sequence (P32249 whole entry, looked up, the tested form may be a part): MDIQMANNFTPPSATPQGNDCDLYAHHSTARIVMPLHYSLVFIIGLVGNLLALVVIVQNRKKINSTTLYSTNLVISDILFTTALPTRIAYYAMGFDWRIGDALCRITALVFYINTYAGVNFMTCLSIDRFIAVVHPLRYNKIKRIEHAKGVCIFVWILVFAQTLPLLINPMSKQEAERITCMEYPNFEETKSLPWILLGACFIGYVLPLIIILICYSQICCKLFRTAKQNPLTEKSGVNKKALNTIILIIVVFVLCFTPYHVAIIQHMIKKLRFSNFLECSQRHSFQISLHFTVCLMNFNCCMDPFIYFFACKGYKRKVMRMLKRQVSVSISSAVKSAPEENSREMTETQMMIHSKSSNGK
# CCR6 antagonist: CCR6 receptor antagonists, primary screen, cell-based, CHO-K1, luminescence, beta-arrestin, uHTS | C-C chemokine receptor type 6 (Homo sapiens), P51684 | CHO-K1 CCR6 PathHunter beta-arrestin, CCL20-stimulated | inhibition, % at 20 µM | 0.49% of 340,000 active | AID 493098, 2011;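 active means compounds whose inhibition of the agonist-driven luminescence signal at 20 µM reaches about 50%, limit read from the data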;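 further: cells stimulated with CCL20 at 14 nM final; plate controls were DMSO with CCL20 for no effect and DMSO without agonist for full effect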
# Gli-Sufu antag: Gli-Sufu pathway antagonists, primary screen, luciferase luminescence, Sufu-KO-LIGHT cells, uHTS; AID 588413, 2011; Sufu-KO-LIGHT fibroblasts, Gli luciferase reporter luminescence; inhibition, % at 5 µM; 0.74% of 340,000 active;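 active means inhibition above about 55%, limit read from the data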;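 further: 0% = DMSO-treated cells and 100% = wells with medium but no cells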
# APJ agonist: agonists of human apelin receptor APJ, primary screen, CHO-K1 cells, PathHunter beta-arrestin, luminescence | P35414 | 0% DMSO wells, 100% apelin | activation, % at 20 µM | 0.11% of 330,000 active;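 active means activation more than six SD over the plate average, tested at 20 µM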;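 further: 0% = DMSO alone and 100% = apelin-13 at 10 nM; some results filed as inactive read as strong as hits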
#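 Test system: CHO-K1 APJ beta-arrestin complementation cell line | Compound: Single test compound dose, 20 µM final, 1% DMSO | Incubation: Compound 90 min 25 °C, reagent 1 h | Measured by: beta-gal luminescence | Read-out basis: APJ–arrestin association signal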
# CXCR6 inh: CXCR6 receptor inhibitors, primary screen, cell-based, beta-arrestin, luminescence, CHO-K1 PathHunter, 1536-well; inhibition, % at 20 µM; C-X-C chemokine receptor type 6 (Homo sapiens), O00574; 0.36% of 360,000 active; in the data active means inhibition above about 34%, passing the limit was not always enough;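 further: antagonist mode with CXCL16 agonist at 10 nM final; 0% = 10 nM CXCL16 with DMSO and 100% = unstimulated wells without agonist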
# APJ antag: antagonists of human apelin receptor APJ, primary screen, CHO-K1 cells, beta-arrestin complementation, luminescence. P35414. inhibition, % at 20 µM. 0.32% of 330,000 active. AID 2521, 2010;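 active means inhibition above about 40% at 20 µM, limit read from the data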;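 further: cells challenged with 10 nM apelin-13 agonist together with compound; plate controls were apelin-13 plus DMSO wells for no effect and DMSO wells lacking apelin-13 for full effect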
# UBC13 polyUb: UBC13 polyubiquitin chain formation inhibitors, primary screen, biochemical, TR-FRET, uHTS; Ubiquitin-conjugating enzyme E2 N (Homo sapiens), P61088; 0.47% of 330,000 active; inhibition, % at 20 µM; in the data active means inhibition above about 45%, passing the limit was not always enough
# Target sequence (P61088 whole entry, looked up): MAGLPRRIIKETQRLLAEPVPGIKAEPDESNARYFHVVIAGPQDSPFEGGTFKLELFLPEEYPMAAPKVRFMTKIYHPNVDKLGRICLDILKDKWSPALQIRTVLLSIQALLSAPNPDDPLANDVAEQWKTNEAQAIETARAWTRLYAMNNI
# Numbers without * were called inactive; · = no result given. Only part of the results is shown; count on the stated rates, not on these rows.
SMILES,ATG4B inhibitor,EBI2 block,CCR6 antagonist,Gli-Sufu antag,APJ agonist,CXCR6 inh,APJ antag,UBC13 polyUb
CC(C)n1c(O)c(C=NCc2ccccc2)c(=O)[nH]c1=S,1,13,11,-4,-4,4,-2,5
Cn1c(O)c(C=Nc2ccc(F)cc2)c(=O)[nH]c1=O,1,-7,-12,-2,5,-7,3,-7
CC12CCC(=O)C=C1CC(N1CC1)C1C2CCC2(C)C(O)CCC12 (centres undefined),2,10,2,7,·,-4,·,·
Cc1ccc(C2CN(C)CC2C(=O)c2ccc(F)cc2)cc1 (centres undefined),-3,11,17,11,-4,11,8,10
O=C(c1cc2cc(Cl)ccc2[nH]1)N1CCC2(CC1)OCCO2,6,88*,10,-25,5,-7,6,-14
CN1C[C@H]2CON(C)[C@H]2C[C@H]1c1cccc(Br)c1,6,-12,-15,3,·,0,·,·
C[N+]1(CC2COC(c3ccco3)O2)CCCCC1 (centres undefined),-4,-19,6,6,-2,-5,3,-12
Cc1nc2cc(C(=O)N3CCC4(CC3)OCCO4)ccc2n1-c1ccc(Br)cc1,-18,0,22,5,1,9,-2,-3
COC(=O)C1=C(c2ccc(Cl)c(C(F)(F)F)c2)C[C@@H]2CC[C@H]1N2C(=O)NCCOc1ccccc1,-4,7,14,19,-4,20,14,10
O=C1CN=C(c2cc([N+](=O)[O-])ccc2Cl)c2cc([N+](=O)[O-])ccc2N1,8,-10,-1,0,4,-5,-4,-10
c1ccc2cc(C3N4CCCN34)ccc2c1 (centres undefined),-1,-7,10,-10,0,-2,-2,3
Cc1cc(/C=C2\C(=O)NC(=O)N(c3ccccc3F)C2=O)c(C)n1-c1cc(C(=O)O)cc(C(=O)O)c1,-5,-3,7,-1,-3,-7,2,-25
Cc1ccc(CS(=O)(=O)CCC(=O)N2CCC3(CC2)OCCO3)cc1,14,-2,7,-10,-1,-5,3,0
O=C(Cn1c2c(c(-c3ccccc3Cl)cc1=O)CCC2)N1CCC2(CC1)OCCO2,1,-2,10,-4,-3,5,4,7
C=CCn1c(O)c(C(C)=NCc2cccnc2)c(=O)[nH]c1=O,5,8,5,7,-2,5,0,2
CCCNC(=O)c1c(N)n(Cc2ccco2)c2nc3ccccc3nc12,7,·,6,4,-6,·,28,-34
CC(C)[C@H]1CC2C3CC=C4C[C@@H](O)CC[C@]4(C)C3CC[C@]2(C)[C@H]1O (some centres undefined),-8,7,8,2,-7,7,11,4
Cc1c(C(=O)c2ccccc2)c2ccccc2n1C,3,-13,3,-1,-5,-2,-8,29
O=C(NCC(c1cccnc1)N1CCOCC1)Oc1ccccc1 (centres undefined),-11,9,-2,-2,-4,-1,2,3
Cc1cc(C=C2C(=O)N(C)C(=S)N(C)C2=O)c(C)n1C1CCCC1,0,6,17,3,3,-1,16,-13
CCN(CC)C(=O)c1ccc2c(c1)C1C(Cl)C(Sc3ccccc3[N+](=O)[O-])CC1C(C(=O)O)N2 (centres undefined),13,0,26,2,-2,15,25,-26
COc1cccc(CN2CCN(C(=O)Cc3ccccc3OC)CC2)c1,2,4,13,11,-2,-10,-7,-5
C[C@]12CCC3C(CC[C@H]4C[C@@H](O)CC[C@]34C)C1C[C@@H](N)[C@@H]2O (some centres undefined),-11,15,2,19,-5,4,-5,2
CCOC(=O)c1ccccc1NC(=O)c1c(O)[nH]c(=O)[nH]c1=O,-3,1,-1,-3,3,4,24,-1
COC(=O)C1=C(c2cccc(OC)c2OC)C[C@@H]2CC[C@H]1N2C(=O)NCCS(C)=O (some centres undefined),0,0,-5,-2,-5,14,5,4
CC1(C)C(=O)CCC2C1=CCC1C2CCC2(C)C(O)CCC12 (centres undefined),-17,-6,-2,0,·,-14,·,·
CCCCn1c(N)c(C(=O)OCC2CCCO2)c2nc3ccccc3nc21 (centres undefined),9,2,11,7,-5,2,19,14
C=CCC1(CCCCC)C(=O)NC(=S)NC1=O,1,-3,12,-18,·,5,·,·
CCOC(=O)c1c(C)n(CCOC)c2ccc(O)cc12,-4,-3,-8,2,-2,-3,12,28
CC(C)CN(C(=O)CN1CC=C(c2ccccc2)CC1)c1c(N)n(CC(C)C)c(=O)[nH]c1=O,-6,-14,4,11,-2,-5,2,5

# Entries above that have a carbonyl joined to an NH by a bond outside any ring, in the order listed:
SMILES,ATG4B inhibitor,EBI2 block,CCR6 antagonist,Gli-Sufu antag,APJ agonist,CXCR6 inh,APJ antag,UBC13 polyUb
COC(=O)C1=C(c2ccc(Cl)c(C(F)(F)F)c2)C[C@@H]2CC[C@H]1N2C(=O)NCCOc1ccccc1,-4,7,14,19,-4,20,14,10
CCCNC(=O)c1c(N)n(Cc2ccco2)c2nc3ccccc3nc12,7,·,6,4,-6,·,28,-34
O=C(NCC(c1cccnc1)N1CCOCC1)Oc1ccccc1 (centres undefined),-11,9,-2,-2,-4,-1,2,3
CCOC(=O)c1ccccc1NC(=O)c1c(O)[nH]c(=O)[nH]c1=O,-3,1,-1,-3,3,4,24,-1
COC(=O)C1=C(c2cccc(OC)c2OC)C[C@@H]2CC[C@H]1N2C(=O)NCCS(C)=O (some centres undefined),0,0,-5,-2,-5,14,5,4

# More entries
SMILES,ATG4B inhibitor,EBI2 block,CCR6 antagonist,Gli-Sufu antag,APJ agonist,CXCR6 inh,APJ antag,UBC13 polyUb
O=C(Cn1cc(C(=O)c2ccccc2F)c2ccccc21)NC1CC1,6,1,-6,-2,-2,-4,6,-6
O=C1NC(=O)N(Cc2ccco2)C(=O)/C1=C\c1ccc(-c2ccc(F)cc2)o1,6,26,24,-8,0,24,-1,-21
COc1ccc(CN2C(=O)NC(=O)/C(=C\c3ccco3)C2=O)cc1,8,0,15,25,18*,-16,5,-36
C=CCN(CC=C)C(=O)Nc1ccc(OCC)cc1,4,3,11,-12,-4,-1,-11,-32
COC(=O)C1=C(c2cccc(OCc3ccccc3)c2)C[C@@H]2CC[C@H]1N2C(=O)NNCc1ccccc1,3,21,25,1,-4,19,8,5
COc1ccccc1N1C(=O)NC(=O)C(CCc2ccncc2)(CCc2ccncc2)C1=O,0,0,-2,-1,2,-10,11,3
CC12CCC3C(CCC4CC(=O)CCC43C)C1CC(=NO)C2=O (centres undefined),5,15,4,16,·,5,·,·
CN1C(=O)C(=Cc2ccc(OCCN(C)c3ccccn3)cc2)C(=O)N(C)C1=O,2,-11,4,1,0,2,8,-11
Clc1ccccc1N1CCN(Cc2ccc3c(c2)OCO3)CC1,23,6,14,15,-2,-4,1,1
Cn1c(O)c(/C=N/N2CCOCC2)c(=O)n(-c2ccccc2)c1=S,-5,-1,1,1,-1,8,13,-13
CCOP(=O)(Cc1ccccc1)OCC,-2,1,-1,1,-1,15,6,3
CN(C/N=C(\N)N[N+](=O)[O-])S(=O)(=O)c1ccccc1,-16,-6,8,-4,-2,6,7,0
O=C(CN1CCCC1=O)NCCc1ccccc1,2,-15,1,4,-3,-8,-6,6
O=C(c1ccccc1)c1ccccc1N=Cc1c(O)[nH]c(=O)[nH]c1=O,3,6,12,-25,-6,-3,-14,-12
C=CCCC1(CC(C)C)C(=O)NC(=S)NC1=O,-6,8,15,-15,·,8,·,·
N/C(=N\[N+](=O)[O-])N1CCN(C(=O)OC2CCCC2)CC1,3,-4,5,0,0,-1,-2,5
CC1(C)CC(N(CCc2ccccc2)Cc2ccccc2)CCO1 (centres undefined),5,7,19,7,-2,3,-1,7
COCCCn1c(N)c(C(=O)Nc2ccccc2)c2nc3ccccc3nc21,6,31,-12,48,2,-14,-10,3
Oc1cc2c(cc1CN1CCN(c3ccccc3)CC1)CCC2,10,-5,22,6,-5,0,-10,2
COc1cccc(-n2nc(C(=O)N3CCC4(CC3)OCCO4)c3ccccc3c2=O)c1,12,-3,22,-13,1,-7,10,-13
COc1cc2c(cc1O)[C@@H]1Cc3ccc(OC)c(O)c3CN1CC2,0,-13,-17,-3,24,-13,-34,-30
Cc1cc(C=C2C(=O)N(C)C(=S)N(C)C2=O)c(C)n1-c1cccnc1,-2,7,-10,1,-1,-4,-14,4
O=C1CCN(C(=O)CNC(=O)Cc2ccccc2)CC1,4,-7,12,-2,-2,13,20,0
CN1C[C@H](CO)C[C@@H]2c3cccc4[nH]cc(c34)C[C@H]21,-3,3,0,-1,-4,1,0,0
CC/C(=N\N1CCCCCC1)c1c(O)n(-c2ccc(C)cc2)c(=O)[nH]c1=O,-1,-5,-3,6,-1,4,1,-8
Cc1cc(OCc2cc(C(=O)O)oc2C)c2c3c(c(=O)oc2c1)CCCC3,49*,-8,11,-5,-4,6,14,15
COC(=O)C1=C(c2c(C)noc2C)C[C@@H]2CC[C@H]1N2C(=O)NC1CCCCC1,-15,-2,-12,-11,-4,-2,-7,4
O=c1c2ccccc2[nH]c(=S)n1-c1ccc2c(c1)OCCO2,-5,-4,5,-11,2,6,18,8
O=C(CNC(=O)OCc1ccccc1)NCC(=O)Nc1ccc(Br)cc1C(=O)c1ccccc1,3,-6,4,2,-3,6,4,-7
O=C(NC1CN2CCC1CC2)c1cccc(Cl)c1 (centres undefined),-4,1,4,-8,-2,-7,2,7
O=C(O)C1C2CCC(O2)C1C(=O)Nc1cccc(Br)c1 (centres undefined),-1,-9,-3,7,-2,-1,-5,7
CNC(=O)O/N=C/c1nn(C(=O)C(C)(C)C)cc1Br,4,-1,9,10,-1,-5,10,3
Cc1ccc(Cl)cc1-n1c(O)c(C=NCCCN2CCOCC2)c(=O)[nH]c1=O,-5,-17,12,-5,-4,-4,6,-1
C=CC[C@@H](CC/C=C/C=C/CC/C=C\[C@@H]1CSC([C@@H]2C[C@@H]2C)=N1)OC,-14,-7,-3,47,-1,-10,-26,1
CCOc1c(P(=S)(N(C)C)N(C)C)c(C)nn1-c1ccccc1,-5,11,7,4,-1,1,-3,-1
O=C(Cc1ccccc1)N1CCN(C2CCCCCC2)CC1,-6,-5,-11,11,-5,-8,-27,2
Cc1ccc(C2=CCNCC2)cc1,6,-11,-7,5,-1,5,7,2
COP(=O)(OC)C(NC(=O)C(C)(C)C)=C(Cl)Cl,-5,-5,0,2,1,0,5,-26
CCOC(=O)c1c(C)[nH]c(C(=O)C(C)N2CCCC2)c1C (centres undefined),5,-9,2,13,-3,0,-1,-4
O=c1c2ccccc2nc(/C=C/c2ccc(O)c(O)c2)n1-c1ccccc1,21,4,31,-8,1,4,20,-31
O=C(O)c1ccc([N+](=O)[O-])c([N+](=O)[O-])c1,-4,-33,-19,7,·,-4,·,·
Cn1cc(C(=O)Cc2ccccc2)c2ccccc21,-7,-2,8,-3,-2,2,-8,44
COc1ccc(Br)cc1CNCCc1cccc(Cl)c1,21,5,12,25,-2,4,18,11
NC(=S)c1cn(C2OC(CO)C(O)C2O)c2ncnc(N)c12 (centres undefined),-11,1,10,-49,·,-5,·,·
Cc1ccc2c(c1)N(CCC(=O)N1CCC3(CC1)OCCO3)C(=O)CO2,-6,1,1,1,-3,9,13,7
CN1CCC(=O)N(CCN=[N+]=[N-])CC1,0,-7,-11,-3,-4,-4,6,-1
CCn1c(=O)n(CC(=O)N2CCC3(CC2)OCCO3)c(=O)c2ccccc21,-11,-3,-11,-2,-1,3,22,2
Oc1ccc(Cl)cc1Cc1ccccc1,-6,-1,11,0,·,-7,·,·
O=C1CN(O)C(c2ccccc2)=c2cc(Br)ccc2=N1,1,2,-2,-1,-4,-3,12,-3
CCCC(=O)NC(Oc1ccc(Cl)cc1Cl)C(Cl)(Cl)Cl (centres undefined),-10,2,18,1,5,-4,-3,5
COC(=O)C1=CO[C@H](C)[C@H]2CN3CC[C@@]4(C(=O)Nc5ccccc54)[C@@H]3C[C@H]12,-22,4,-5,5,-4,-1,-21,5
